Assay outcomes as filed in PubChem.
UHRF1 binding: blocks human UHRF1 binding to methylated DNA; Q96T88; UHRF1 binding to methylated oligo, TR-FRET; inhibition, % at 4.4 µM; actives 0.75% (n = 370,000); AID 687016; in the data active = inhibition above about 21%;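 also: UHRF1 SRA domain binding a hemimethylated CpG hairpin DNA probe; 0% = median of test compound wells and 100% = reference inhibitor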
Target sequence (Q96T88 whole entry, looked up, the tested form may be a part): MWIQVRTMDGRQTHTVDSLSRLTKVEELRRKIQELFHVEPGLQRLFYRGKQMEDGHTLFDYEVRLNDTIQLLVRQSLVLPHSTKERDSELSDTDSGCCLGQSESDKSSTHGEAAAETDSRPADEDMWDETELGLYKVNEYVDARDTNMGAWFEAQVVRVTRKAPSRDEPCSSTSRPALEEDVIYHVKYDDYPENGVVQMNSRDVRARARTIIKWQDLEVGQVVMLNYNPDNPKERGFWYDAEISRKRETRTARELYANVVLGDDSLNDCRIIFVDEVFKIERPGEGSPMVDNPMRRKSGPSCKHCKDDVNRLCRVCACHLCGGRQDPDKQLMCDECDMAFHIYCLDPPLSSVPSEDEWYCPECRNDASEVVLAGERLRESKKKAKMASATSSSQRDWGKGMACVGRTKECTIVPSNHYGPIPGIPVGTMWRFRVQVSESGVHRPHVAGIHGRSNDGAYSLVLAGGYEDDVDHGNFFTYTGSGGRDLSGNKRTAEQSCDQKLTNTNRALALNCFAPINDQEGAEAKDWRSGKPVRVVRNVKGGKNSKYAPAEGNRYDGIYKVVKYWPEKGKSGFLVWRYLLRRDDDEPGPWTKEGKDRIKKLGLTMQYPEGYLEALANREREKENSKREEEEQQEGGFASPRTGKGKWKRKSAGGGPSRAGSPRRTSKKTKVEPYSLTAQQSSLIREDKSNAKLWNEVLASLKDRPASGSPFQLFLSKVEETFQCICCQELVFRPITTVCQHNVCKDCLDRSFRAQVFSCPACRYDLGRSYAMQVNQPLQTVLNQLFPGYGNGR
ARFGAP1 inhibitor: inhibits rat ARF GTPase activating protein 1 | Arfgap1-stimulated ARF1 GTP hydrolysis, GDP FP detection | inhibition, % at 16.5 µM | actives 0.26% (n = 360,000) | AID 651572;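 active = inhibition above a per-plate limit, mean inhibition of low control wells plus 3 SD, cut at about 25% in these data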;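 also: 0% = DMSO wells with enzyme and 100% = wells lacking Arfgap1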
Target sequence (Q62848 1-136 limits assumed): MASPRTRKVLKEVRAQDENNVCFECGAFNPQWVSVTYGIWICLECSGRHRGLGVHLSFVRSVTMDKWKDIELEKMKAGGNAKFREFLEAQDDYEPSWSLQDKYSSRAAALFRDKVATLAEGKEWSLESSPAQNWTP
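System: truncated rat Arfgap1 GAP domain / Medium: HEPES-based buffer, pH 7.5 / Also added: N-terminally truncated human ARF1-GTP substrate / Incubation: enzyme reaction 120 min at 25 °C after 20 min preincubation / Measured by: FP of antibody-bound GDP Alexa 633 tracer, ex 620/em 688 nm / Replicates: singlicate, each compound tested once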
DDE Tn7 FP inh: DD(E)-Tn7 binding inhibition, primary FP screen; inhibition, % at 8.3 µM; actives 0.13% (n = 370,000); P02675; FP displacement of FITC-Tn7 peptide from fibrin DD(E); 0% = median of compound wells per plate;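 active = inhibition above the mean of compounds falling within the control limits plus 3 SD of them, cut at about 14% in these data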;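 also: 0% = plate median of compound wells and 100% = 10 µM Aha-Tn7 peptide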
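Measure: % inhibition scaled between sample-field median and high-control FP; Test system: human fibrin DD(E); Quantity: 2 µM final DD(E) protein; Doses: one dose, 8.3 µM nominal; Schedule: compound with protein 10 min, then 3 h after probe, room temperature; Detection: fluorescence polarization; Medium: Tris buffer with calcium and detergent, pH 7.8.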
MBD2 DNA inh: blocks human MBD2 binding to methylated DNA. Q9UBB5. AID 686964. inhibition, % at 4.4 µM. actives 0.31% (n = 370,000). TR-FRET, MBD2 binding to methylated oligonucleotide; in the data active = inhibition above about 13%
PLCg1 inh: blocks human PLC-gamma1 enzyme activity; purified PLC-gamma1, fluorogenic substrate, fluorescence; P19174; AID 720700; inhibition, % at 12.2 µM; actives 0.84% (n = 370,000); in the data active = inhibition above about 9.5%
Tn6 DDE FP: disrupts Tn6 cyclic peptide binding to fibrin D-Dimer-E complex; P02675; Fibrin DD(E) TRITC-Tn6 fluorescence polarization displacement; inhibition, % at 8.3 µM; actives 0.21% (n = 370,000); AID 720509;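 active = inhibition above a per-campaign cutoff: mean of compounds within control limits plus 3 SD, cut at about 15% in these data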;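 also: 0% = median of all compound wells on the plate and 100% = blocking peptide control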
proKLK7 act: proKLK7 (human) activation, primary screen; actives 0.9% (n = 370,000); purified proKLK7, EDANS-DABCYL substrate fluorescence; 100% is mature enzyme control, 0% vehicle; P49862; activation, % at 7 µM;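 active = activation above the mean of all tested compounds plus 3 SD, computed per campaign excluding outliers beyond control limits, cut at about 13% in these data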
ASAP1 GAP inh: blocks human ASAP1-stimulated Arf1 GTP hydrolysis; Q9ULH1; GDP FP detection; inhibition, % at 16.5 µM; actives 0.19% (n = 360,000); AID 624377; in the data active = inhibition above about 25%;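 also: 0% = vehicle with enzyme and substrate and 100% = no enzyme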
PLC-beta3 inh: blocks human PLC-beta3 enzyme activity. inhibition, % at 12.2 µM. actives 0.18% (n = 370,000). Q01970. Purified PLC-beta3, fluorogenic substrate, fluorescence. AID 720704; in the data active = inhibition above about 11%;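 also: 0% = median of compound wells on plate and 100% = full blocker control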
ADAM17 inh: inhibitors of human ADAM17; P78536; recombinant ADAM17, EDANS/DABCYL FRET peptide cleavage; actives 0.83% (n = 370,000); inhibition, % at 6.95 µM;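 active = inhibition above the mean of compounds lying between control limits plus 3 SD, set per campaign, cut at about 8.5% in these data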;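 also: 0% = DMSO-only wells as the low control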
An asterisk follows results filed as active; nt = no result given.

SMILES	UHRF1 binding	ARFGAP1 inhibitor	DDE Tn7 FP inh	MBD2 DNA inh	PLCg1 inh	Tn6 DDE FP	proKLK7 act	ASAP1 GAP inh	PLC-beta3 inh	ADAM17 inh
COc1ccc(NC(=S)N=Nc2c(O)[nH]c3ccccc23)cc1	-3	9	3	-5	0	6	-0.1	5	-5	1
Cc1cccc(NC(=O)C2CCN(S(=O)(=O)c3cccc4nsnc34)CC2)c1	2	2	1	0	-2	-2	0.7	-7	-6	-4
COc1ccc(/C=C/C(=O)OCC(=O)Nc2cc(S(=O)(=O)N(C)C)ccc2Cl)cc1	-1	-5	-1	0	0	-1	-0.9	4	2	1
O=C(NCCc1cnc[nH]1)c1cccs1	-1	-2	-14	4	4	-11	0.5	-7	-4	-2
Cc1cc2cc3c(=O)[nH]c(=O)cc-3n(CC(O)C(O)C(O)CO)c2cc1C (stereo unspecified)	-19	-7	-2	-20	-41	10	-4.6	-8	-62	-40
COc1ccc(NC(=O)CNC(=O)c2c(C)nn(C)c2Cl)cc1	-1	-11	-4	-3	1	5	0.3	-5	1	1
Cc1ccsc1C(=O)C1CCCN(Cc2cc(F)ccc2-n2cccn2)C1 (stereo unspecified)	10	14	3	0	1	-10	-0.3	9	4	-4
COc1ccc(CN(C)C(C)C(=O)Nc2ccc(S(=O)(=O)N3CCCCC3)cc2)cc1F (stereo unspecified)	0	0	-1	5	-2	0	0.0	10	-6	1
O=C(/C=C/Nc1ccc(Oc2ccccc2Cl)cc1)c1ccco1	-3	3	-5	-6	-169	-4	-9.7	-6	-170	-3
Cc1nn(-c2ccccc2)nc1CNC(=O)C1CC1	8	4	-8	0	2	-9	-0.4	4	-6	0
COc1ccc(C)c2sc(=NC(=O)c3cccc(N4C(=O)CCC4=O)c3)n(C)c12	1	-5	0	3	-17	-1	-0.1	1	-31	1
O=C(CSc1nc2ccccc2o1)Nc1ccc(N2CCOCC2)cc1	1	-1	-2	4	1	-6	-0.3	-1	-1	-2
CC(=O)Oc1ccc2c(=O)c(-c3ccccc3)c(C)oc2c1	0	4	0	-3	-395	12	121*	-4	-500	-242
CCC[C@H]1[C@@H](OC(=O)NCc2ccc(Cl)c(Cl)c2)CC[C@@]23CCCN2C(=O)CCC[C@@H]13	2	nt	-1	-1	2	-6	nt	nt	-4	0
Cc1c(C)c2ccc(OC(C)C(=O)N3C[C@H]4C[C@@H](C3)c3cccc(=O)n3C4)c(C)c2oc1=O (stereo partly specified)	-1	9	3	3	-13	0	0.2	1	-20	-57
Cc1c(NC(=O)c2cnn3c2NC(c2ccco2)CC3C(F)(F)F)c(=O)n(-c2ccccc2)n1C (stereo unspecified)	-2	2	-5	-3	5	-2	0.9	-7	-1	-1
COc1ccccc1-n1c(N)c(C(N)=O)sc1=S	0	5	0	3	3	4	0.6	5	3	-1
CC(=O)N1CCN(c2ccccc2NC(=O)c2cc(Br)ccc2Cl)CC1	-5	-7	-1	4	-1	5	-0.3	-9	-2	1
Cc1ccc(S(=O)(=O)NCc2ccccc2)cc1C(=O)NCC(=O)Nc1c(C)cccc1C	1	3	-2	6	-4	-5	0.0	4	4	-4
CC(=O)OC1C(N2CCCCC2)c2c(ccc(/C=C/C(=O)N3CCCCC3)c2O)OC1(C)C (stereo unspecified)	1	0	-2	-4	-34	8	-8.3	8	-48	-12
CC(=O)NC(CCS(C)(=O)=O)C(=O)Nc1ccccc1 (stereo unspecified)	1	-4	-8	1	1	-3	-0.1	3	8	5
CO/N=C/c1ccc(Oc2ccc(C)cc2)nc1	-2	3	8	1	0	5	0.2	-6	-2	-6
Nc1c(C(=O)c2ccco2)oc2ccccc12	1	1	-5	-3	-13	0	-0.4	17	-26	2
C(=Nn1cnnc1)c1ccc2c(c1)CCC2	-1	13	-11	-8	4	7	0.2	16	5	4

No new results follow: entries from further up.
SMILES	UHRF1 binding	ARFGAP1 inhibitor	DDE Tn7 FP inh	MBD2 DNA inh	PLCg1 inh	Tn6 DDE FP	proKLK7 act	ASAP1 GAP inh	PLC-beta3 inh	ADAM17 inh
CC(=O)Oc1ccc2c(=O)c(-c3ccccc3)c(C)oc2c1	0	4	0	-3	-395	12	121*	-4	-500	-242
CCC[C@H]1[C@@H](OC(=O)NCc2ccc(Cl)c(Cl)c2)CC[C@@]23CCCN2C(=O)CCC[C@@H]13	2	nt	-1	-1	2	-6	nt	nt	-4	0

Next section
SMILES	UHRF1 binding	ARFGAP1 inhibitor	DDE Tn7 FP inh	MBD2 DNA inh	PLCg1 inh	Tn6 DDE FP	proKLK7 act	ASAP1 GAP inh	PLC-beta3 inh	ADAM17 inh
O=C(c1cn(Cc2ccccc2)nc1-c1ccccc1)N1CCN(c2ccccn2)CC1	-1	1	0	-6	-1	1	-0.1	-15	-5	-3
Cc1ccc(-c2nnc(N(C)C(=O)C3CCCO3)s2)cn1 (stereo unspecified)	-3	-3	-1	0	-2	-1	2.6	-14	-1	-5
CC(=O)c1cccc(OCC(=O)Nc2cc(Cl)ccc2-n2cncn2)c1	0	1	-2	1	-2	0	-0.3	-7	-3	0
Cn1c(=O)[nH]c(=O)c2c1nc(N1CCCCC1)n2CCCSc1nnnn1-c1ccccc1	0	-6	3	4	-2	9	-0.2	-1	-3	-4
N#CC(c1ccc(O)cc1)c1ncc(C(F)(F)F)cc1Cl (stereo unspecified)	0	-9	-5	-5	-4	0	0.5	-7	-2	0
Cc1ccccc1NS(=O)(=O)c1ccc(OCC(=O)NCc2ccco2)cc1	4	18	0	10	2	-9	-0.2	1	-6	-5
COc1ccccc1S(=O)(=O)NCc1ccc(C(=O)NC(C)c2ccccn2)cc1 (stereo unspecified)	1	14	-13	0	2	9	0.3	-5	-3	-3
CCOC(=O)C1(C)CCN1C(=O)c1ccc(C#N)cc1 (stereo unspecified)	-1	5	-3	-1	0	-2	-0.2	-7	4	-4
COc1cc(/C=N/N2C(C)CCCC2C)cc(OC)c1O (stereo unspecified)	-1	-13	2	3	0	1	-0.8	1	-4	1
O=C(Nc1ccccc1N1CCCC1)c1ccc2ccccc2c1	1	4	2	3	-3	-7	0.3	-3	-13	-2
CN(Cc1ccc2c(c1)CCCN2C)C(=O)[C@@H](Cc1ccccc1)NC(=O)[C@H]1O[C@@H](n2ccc(=O)[nH]c2=O)[C@H](O)[C@@H]1O	-2	2	-2	-7	-6	1	0.6	-14	-8	-2
CN(C(=O)c1cccc(NC(=O)Cc2ccc(NC(=O)C3CCCN(C(=O)CCc4ccccc4)C3)cc2)c1)C1CCCCC1 (stereo unspecified)	0	4	1	-3	0	5	0.1	10	-3	3
CCN(CC)CCn1c2c(c(SCC(=O)NCc3ccccc3)nc1=O)CCC2	-1	-1	1	-3	1	2	-0.4	-5	-3	-1
Cc1nnc(NCc2ccco2)s1	4	-3	4	0	-3	-2	0.3	-9	5	-5
CCCOc1ccc(N2C(=O)CC(NCc3cccnc3)C2=O)cc1 (stereo unspecified)	0	2	5	-4	3	4	-0.4	11	3	-1
O=C(NCc1ccc2c(c1)OCO2)C1CCC(CNc2c(N3CCCCC3)c(=O)c2=O)CC1 (stereo unspecified)	1	-4	2	0	0	-4	0.5	-11	2	0
Cc1cccc(-n2c(C)cc(/C=N\NC(=O)c3ccco3)c2C)c1	-6	9	-10	-8	-22	-12	-0.5	8	-32	-1
COc1ccc(C(=O)C2CCCN(C(=O)c3c4c(nn3C)CCCC4)C2)cc1F (stereo unspecified)	39*	-3	2	2	0	0	-1.4	-17	-3	-5
O=C(O)c1cccc(N=NN2CCCCCC2)c1	-3	-5	-2	1	1	4	0.1	5	2	-2
O=C(COc1coc(CN2CCN(c3ccccc3)CC2)cc1=O)Nc1cccc(F)c1	-2	-9	-1	-1	0	0	0.3	-6	2	-2
Cc1ccccc1C(=O)NN1C(=O)CSC1=S	-2	17	-7	-4	-10	-3	0.0	5	-8	5
COc1ccccc1CNc1nc2nc(C)c(Cl)c(=O)n2[nH]1	5	-2	-1	7	-11	-11	0.3	4	-7	-8
CCOc1ccc(NC(=O)Cc2c(C(=O)O)n(C)c3ccccc23)cc1	-1	-4	5	-5	-2	1	0.4	-2	-19	-4
O=C(O)c1cccc(NC(=S)NC(=O)c2ccc(-c3ccccc3)cc2)c1	3	7	2	4	3	-7	-0.2	4	2	-1
CCN1CCN(Cc2nnc(-c3ccc(C)cc3)o2)CC1	2	16	1	5	1	-1	0.2	4	-3	-5
Cc1ccc(NC(=O)CCC(=O)OCc2ccc(Br)cc2)cc1	4	-13	6	0	1	0	0.2	1	-5	4
O=C(CNC(=O)C1CCCCC1)NCc1ccco1	3	9	-4	-2	-1	-1	-0.3	-6	-8	-4
COc1ccc(OC)c(Cc2nnc(CCC(=O)NCc3ccc(C)s3)o2)c1	1	-3	-4	-2	5	-8	-0.1	-3	-1	2
O=S(=O)(c1ccc(F)cc1)N1CCCN(Cc2c(F)cccc2F)CC1	-3	5	-3	-7	5	4	-0.3	5	-5	-1
Cc1cnc(C(=O)OCC(=O)N(Cc2ccccc2)C(C)C)cn1	4	-6	0	-1	0	0	-0.4	9	1	-1
Cc1ccccc1Cn1cc(CN2[C@@H](CC(C)C)COc3cc(Br)ccc3S2(=O)=O)nn1	-1	nt	-2	-1	1	-2	0.1	nt	3	-2
Cc1ccc(Sc2oc(/C=N/n3cnnc3)cc2Br)cc1	-2	-2	-2	-4	-14	-1	-1.0	0	-14	-4
Cc1ccccc1Nc1nnc(SCC(=O)NCC2CCCO2)s1 (stereo unspecified)	-1	-3	6	-1	-1	1	-0.3	9	1	-2
O=C(/C(Cl)=C/Nc1ccc(Br)cn1)C(F)(F)F	0	-12	3	1	-1	-5	0.3	-4	-7	0
O=c1[nH]cnc2scc(-c3ccc(Br)cc3)c12	-3	-6	-1	-2	-3	0	0.3	-1	0	1
COc1ccc(NC(=O)c2cccc(-n3cnnn3)c2)cc1	-3	-3	-2	-1	3	-5	-0.1	5	0	2
CC(=O)C1=C(C)NC(SCC(=O)c2ccc(Cl)cc2Cl)=C(C#N)C1c1ccco1 (stereo unspecified)	1	-1	0	-2	-66	-2	-1.6	13	-97	4
CCN1CCN(C(=O)/C(=C/c2ccco2)NC(=O)c2ccccc2)CC1	-2	3	-2	-6	-11	-3	0.3	-2	-18	0
CCn1cc(Cl)c(C(=O)Nc2ccccc2C(N)=O)n1	-4	-9	3	3	0	3	-0.1	-1	-6	-5
Cc1ccc(O)c(Cc2cc(C)cc(Cc3cc(C)ccc3O)c2O)c1	1	21	5	6	1	-3	0.5	4	1	9.4*
CC1=C(C(=O)N(C(C)C)C(C)C)CC(CC(=O)NC2CC2)C(=O)N1Cc1ccc(C(C)(C)C)cc1 (stereo unspecified)	3	6	-6	-1	1	-6	0.3	-2	6	-2

An excerpt of these results, with two lines to a compound.
Below each compound: UHRF1 binding | ARFGAP1 inhibitor | DDE Tn7 FP inh | MBD2 DNA inh | PLCg1 inh | Tn6 DDE FP | proKLK7 act | ASAP1 GAP inh | PLC-beta3 inh | ADAM17 inh
- Cc1c(C)c2ccc(OC(C)C(=O)N3C[C@H]4C[C@@H](C3)c3cccc(=O)n3C4)c(C)c2oc1=O (stereo partly specified)
  -1 | 9 | 3 | 3 | -13 | 0 | 0.2 | 1 | -20 | -57
- Cc1c(NC(=O)c2cnn3c2NC(c2ccco2)CC3C(F)(F)F)c(=O)n(-c2ccccc2)n1C (stereo unspecified)
  -2 | 2 | -5 | -3 | 5 | -2 | 0.9 | -7 | -1 | -1
